Screens deposited in PubChem by National Center for Advancing Translational Sciences (NCATS).
Shiga toxin inh – blocks Shiga toxin action in Vero cells. Vero cells, Shiga toxin protein synthesis inhibition reporter. inhibition, % at 38.7 µM. actives 9.2% (n = 290,000). AID 2315; in the data active means inhibition mostly above about 28%, no sharp cut-off; inactive means mostly below about 43%; further: 0% is about no effect
AmpC inh no detg – inhibitors of E. coli AmpC beta-lactamase without detergent; P00811; AmpC nitrocefin hydrolysis, absorbance 480 nm, 0.0001% Triton; Potency, µM (series often up to 57.1 µM), inactives show at the top dose activity change, negative = inhibition, most hits filed as inhibitors; actives 0.52% (n = 330,000); AID 485341;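 further: potency means the concentration at half of the fitted maximal effect; plate controls were no compound for no effect and no enzyme for full effect; nearly all actives have a fitted effect of over 20% in size; some results filed as inactive show a strong effect at the top dose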
Target sequence (P00811 whole entry, looked up): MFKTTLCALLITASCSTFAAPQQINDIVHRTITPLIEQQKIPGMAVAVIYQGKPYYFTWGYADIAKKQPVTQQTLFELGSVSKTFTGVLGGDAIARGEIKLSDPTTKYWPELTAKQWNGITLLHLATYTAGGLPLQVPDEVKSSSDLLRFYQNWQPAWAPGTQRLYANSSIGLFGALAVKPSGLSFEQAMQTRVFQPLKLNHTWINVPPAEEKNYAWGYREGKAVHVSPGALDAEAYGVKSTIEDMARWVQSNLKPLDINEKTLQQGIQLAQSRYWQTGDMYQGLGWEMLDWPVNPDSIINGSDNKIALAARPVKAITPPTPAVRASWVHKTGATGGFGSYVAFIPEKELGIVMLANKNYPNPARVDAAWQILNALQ
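20 mM phosphate pH 7.0 + 0.01% (detergent screen) or 0.0001% Triton X-100; 5.3 nM AmpC reagent; cpd preinc 15 min RT; nitrocefin (800 uM stock) to start; A480 q20 s × 4 min; Activity was normalised to no-enzyme and no-compound control wells.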
Giardia FBPA inh – inhibitors of Giardia lamblia fructose-1,6-bisphosphate aldolase; A8B2U2; purified Giardia FBPA; Potency, µM (top dose mostly 59.6 µM), without a hit: top-dose activity, negative = inhibition, usual class: inhibitors; actives 0.71% (n = 290,000); AID 2451; further: potency means the concentration at half of the fitted maximal effect; on the % scale 0 is the no-effect control and ±100 the full control effect; nearly all actives have a fitted effect of over 55% in size
Target sequence (A8B2U2 whole entry, looked up): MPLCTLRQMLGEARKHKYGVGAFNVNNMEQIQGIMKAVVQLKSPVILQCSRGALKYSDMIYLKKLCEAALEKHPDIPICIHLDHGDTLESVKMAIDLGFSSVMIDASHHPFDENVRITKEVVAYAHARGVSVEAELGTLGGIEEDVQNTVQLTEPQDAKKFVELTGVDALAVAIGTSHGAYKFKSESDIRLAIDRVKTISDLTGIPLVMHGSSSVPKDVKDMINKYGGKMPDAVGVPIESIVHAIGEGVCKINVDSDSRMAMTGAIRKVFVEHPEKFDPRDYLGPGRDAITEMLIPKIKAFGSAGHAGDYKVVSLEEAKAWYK
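Giardia FBPA (40 nM reagent) was preincubated 10 min at RT with compound (up to 57.5 uM final), then substrate plus GAPDH/TPI/NAD/arsenate coupling system with diaphorase/resazurin was added; resorufin fluorescence (525/598 nm) was read after 20 min.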
AmpC detergent – blocks E. coli AmpC beta-lactamase in detergent assay | P00811 | AmpC hydrolysis of nitrocefin, absorbance 480 nm, 0.01% Triton | Potency, µM (series often up to 114 µM), without a hit: at the highest dose activity change, negative = inhibition, actives largely listed as inhibitors | actives 0.041% (n = 370,000);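 further: potency means the concentration at half of the fitted maximal effect; 0% = no-compound wells and -100% = no-enzyme wells; nearly all actives have a fitted effect of over 25% in size; some results filed as inactive show a strong effect at the top dose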
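20 mM phosphate pH 7.0 + 0.01% (detergent screen) or 0.0001% Triton X-100; 5.3 nM AmpC reagent; cpd preinc 15 min RT; nitrocefin (800 uM stock) to start; A480 q20 s × 4 min; Activity was normalised to no-enzyme and no-compound control wells.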
HCMV inh – human cytomegalovirus inhibition | HFF cells, HCMV-luciferase reporter, 72 h; hits give low values | activity change, negative = inhibition, % at 57.5 µM | actives 4.5% (n = 410,000); in the data active means activity change below about -60%; inconclusive means no clear call, values can overlap the other calls; inactive means above about -39%; further: on the % scale 0 is the no-effect control and ±100 the full control effect
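After 16 h attachment at 37C, HFF cells received test compound and HCMV-luciferase (1 PFU/cell); reporter luminescence read 72 h later, data normalized against buffer-only and known inhibitor Salinomycin.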
AMA1-RON2 inh – AMA1-RON2 (P. falciparum) interaction inhibition; AlphaScreen AMA1-biotinylated RON2 peptide binding; Potency, µM (doses to about 58.2 µM), inactives show at the highest dose activity change, negative = inhibition, usual class: inhibitors; actives 0.2% (n = 360,000);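 further: potency means the concentration at half of the fitted maximal effect; 0% = vehicle wells and -100% = peptide control; nearly all actives have a fitted effect of over 45% in size; some results filed as inactive show a strong effect at the top dose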
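AMA1 (3D7) with his tag at 25 nM final met compounds first, then biotinylated RON2 peptide at 25 nM; detection used donor plus acceptor beads, 10 µg/mL apiece, read by AlphaScreen after 30 min at room temperature.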
Cycloheximide cs – counter-screen for Shiga toxin inhibitors: cycloheximide protein synthesis inhibition; AID 2314; max response, %; actives 12% (n = 300,000); cell reporter, cycloheximide protein synthesis inhibition counterscreen; in the data active means max response mostly above about 13%, no sharp cut-off; inactive means mostly below about 14%; further: read at 38.3 µM for the half of the compounds with a filed dose; 0% is about no effect
* hit, by the source's call; ? = inconclusive; · = not tested or not shown; & = joins results of further samples; [ ] = dose if it differs, or a comment. Unless noted, the call rests on the fitted dose curve; in most records, active means well fitted curve in the direction sought with a large enough effect; inconclusive means small, poorly fitted or top-dose-only effect, or another doubt; inactive means no such curve, though single readings can be large; an effect the other way counts as inactive or inconclusive.

SMILES	Shiga toxin inh	AmpC inh no detg	Giardia FBPA inh	AmpC detergent	HCMV inh	AMA1-RON2 inh	Cycloheximide cs
CCn1cc(C(=O)N(C)Cc2ccc(OC(F)F)cc2)c(=O)c2ccc(C)nc21	-6.1	46.5%	-2.8%	-8.4%	-27.5	0.9%	-4.4
COc1ccc(NC(=O)CSc2nc3ccncc3[nH]2)c(OC)c1	-2.6	-6.9%	-28.4%	24.0%	-26.1&-18.4	10.6%	-0.6
O=C(Nc1nc2ccccc2[nH]1)C1CCCO1 (stereo unspecified)	40.5	-6.9%	-12.9%	-15.4%	68.6	-5.2%	22.9*
Cc1cc(C(=O)Cn2nnc(-c3ccc(Cl)cc3)n2)c(C)n1CC1CCCO1 (stereo unspecified)	70.1	19.9%	0.6%	?	?	-3.7%	16.6*
Cc1cccc(C)c1N1CCN(c2nc(N(C)C)oc(=O)c2C#N)CC1	-9.1	-21.0%	1.7%	2.4%	-4.4	-16.6%	-4.9
CCCCCCCCCCCCCCCCn1cc[n+](CC(C)=O)c1	-9.8	-8.4%	1.8%	3.0%	·	4.7%	-3.0
CCOc1ccccc1N1CCN(CC(=O)c2c(N)n(C)c(=O)n(C)c2=O)CC1	-2.9	-17.9%	-0.4%	-13.4%	17.2	-12.0%	-1.7
CCCCOP(=O)(c1ccc(N(C)C)cc1)C(O)c1cccnc1 (stereo unspecified)	-21.5	14.3%	3.4%	?	0.5	-3.6%	0.9
CCOC(=O)c1c(NC(=O)COC(=O)c2ccc(Cl)nc2)sc(C(=O)N(C)C)c1C	·	51.8%	·	?	-18.6	22.7%	·
Cc1ccc(C(=O)Nc2nc(-c3ccco3)c(-c3ccco3)s2)o1	·	-59.0%	·	-9.4%	13.2	?	·
Cc1cnc(C(=O)Nc2ccc(S(=O)(=O)NCC(C)C)cc2)cn1	22.5	85.1%[activator]	-0.2%	-1.8%	-23.9	0.0%	-3.9
Cc1cc(N2CCCC2)nc2ccccc12	-3.3	-11.3%	7.4%	1.3%	-39.1	6.1%	0.8
COc1ccc(C2C(C#N)=C(N)Oc3n[nH]c(C)c32)cc1CSc1ccccn1 (stereo unspecified)	-12.2	-39.1%	-14.9%	0.0%	-18.0	22.1%	-1.4
Cc1ccc(S(=O)(=O)n2nc(C)c(S(=O)(=O)N3CCOCC3)c2C)cc1	-2.5	-12.9%	-14.0%	?	-16.7	-4.4%	-5.9
Cc1ccc(O)c(NC(=O)c2cccc(S(=O)(=O)N3CCCCC3)c2)c1	27.0	-26.8%	-5.7%	-8.1%	-25.1	-6.0%	12.7
Cc1cccc(C(C)C)c1NC(=O)c1ccc(OCC2CCCO2)cc1 (stereo unspecified)	·	-12.2%	·	·	-21.5	-1.1%	·
COCCn1nnnc1C(c1ccccc1OC)N1CCN(c2ccccc2F)CC1 (stereo unspecified)	-9.7	78.9%[activator]	8.7%	-10.2%	-2.4	-1.0%	-2.4
C/C(=N/NC(=O)CNC(=O)c1cccs1)c1ccco1	50.7*	-4.9%	1.0%	-4.5%	34.9	-0.6%	-2.9
CC(=O)N1N=C(c2ccc(C)cc2)OC1c1ccc(C(C)C)cc1 (stereo unspecified)	163.9*	1.6%	·	-10.0%	133.6	-19.0%	38.3*
CCCCNC(=O)CCn1c(=S)[nH]c2cc3c(cc2c1=O)OCO3	-2.6	-6.6%	-1.2%	-3.2%	-18.3	3.6%	1.8
O=c1[nH]c2ccc(S(=O)(=O)N3CCCC3)cc2[nH]1	-12.3	-5.7%	4.8%	-2.5%	5.1	-14.8%	-1.3
CCC1CCCCN1C1Sc2ccc(C(=O)OC)cc2NC1=O (stereo unspecified)	-20.3	-20.2%	-9.8%	-12.3%	-17.7	70.4%[activator]	-0.2
COc1ccc(C(=O)OCC(=O)N(C)C2CCS(=O)(=O)C2)cc1S(=O)(=O)N1CCCc2ccccc21 (stereo unspecified)	40.9	196.0%[activator]	6.9%	0.7%	27.3	-0.4%	20.0*
O=C(N/N=C/c1ccc(Cl)cc1)c1sccc1OCc1ccc(F)cc1	-1.8	-12.0%	1.8%	-0.4%	-15.9	39.8µM*	26.6*

Of the compounds above, these contain a thiophene ring, fused or not:
SMILES	Shiga toxin inh	AmpC inh no detg	Giardia FBPA inh	AmpC detergent	HCMV inh	AMA1-RON2 inh	Cycloheximide cs
CCOC(=O)c1c(NC(=O)COC(=O)c2ccc(Cl)nc2)sc(C(=O)N(C)C)c1C	·	51.8%	·	?	-18.6	22.7%	·
C/C(=N/NC(=O)CNC(=O)c1cccs1)c1ccco1	50.7*	-4.9%	1.0%	-4.5%	34.9	-0.6%	-2.9
O=C(N/N=C/c1ccc(Cl)cc1)c1sccc1OCc1ccc(F)cc1	-1.8	-12.0%	1.8%	-0.4%	-15.9	39.8µM*	26.6*

The list continues.
SMILES	Shiga toxin inh	AmpC inh no detg	Giardia FBPA inh	AmpC detergent	HCMV inh	AMA1-RON2 inh	Cycloheximide cs
FC(F)(F)c1cc(Cl)c2nc(-c3ccccc3)cn2c1	87.6*	-21.3%	-5.5%	-7.3%	150.5	14.8%	41.4*
O=C1COc2ccc(C(=O)CSc3nnc(Cc4cccs4)n3-c3ccccc3)cc2N1	-15.3	-2.4%	0.2%	-11.5%	-24.3	-1.1%	-4.3
O=C(C(=O)N1CCN(C(=O)c2ccco2)CC1)c1c[nH]c2ccccc12	1.8	-24.7%	8.8%	0.8%	73.9	-0.9%	13.0
O=C(NCC1COc2ccccc2O1)c1cc(S(=O)(=O)N2CCOCC2)c(Cl)cc1Cl (stereo unspecified)	·	23.5%	·	-9.3%	-15.2	-14.8%	·
Cc1ccc(N/C=C/C(=O)c2ccco2)c(O)c1	69.7*	?	-12.1%	-2.5%	12.0	54.1%[activator]	60.1*
Cc1cccc(N2CCN(C(=O)c3cccc(N4C(=O)C5C6C=CC(C6)C5C4=O)c3)CC2)c1C (stereo unspecified)	-9.1	22.0%	-6.6%	-8.5%	-16.4	-7.9%	-6.3
CC(=O)Nc1cccc(/C(C)=N/NS(=O)(=O)c2ccccc2)c1	-6.3	-20.3%	0.3%	0.6%	-2.6	8.6%	-6.9
N/C(=N\OC(=O)c1cccc2ccccc12)c1ccncc1	67.2*	0.0%	-0.9%	1.6%	140.2	17.0%	44.6*
CC1=C(C(=O)O)N2C(=O)C(NC(=O)c3ccc(F)cc3)C2SC1 (stereo unspecified)	·	-29.2%	·	7.4%	6.2	26.9%	·
CCC(=O)N1CCN(c2ccc(NC(=O)c3ccc(C#N)cc3F)cc2Cl)CC1	1.1	-13.6%	-13.4%	-2.1%	-38.7	3.8%	-1.9
COC(=O)c1[nH]c2ccccc2c1NC(=O)C(C)N1CCN(C(=O)c2ccco2)CC1 (stereo unspecified)	-11.8	-5.1%	8.4%	-1.8%	67.7	8.3%	2.4
O=C(CN1C(=O)NC2(CCCCCC2)C1=O)c1ccc(OC(F)F)cc1OC(F)F	·	-17.7%	·	-0.9%	-0.1	2.0%	·
CCCCN1C(=S)SC(C)(C)C1/[N+]([O-])=C/c1ccc(S(=O)(=O)NC)cc1 (stereo unspecified)	-1.1	-11.6%	3.0%	-7.4%	-12.9	10.8%	-3.5
Cc1noc2ncc(C(=O)c3cc(F)ccc3O)cc12	9.0	-21.0%	12.3%	2.6%	23.8	-6.1%	-1.1
CN=C1SC(CC(=O)Nc2c(C)cccc2C)C(=O)N1/N=C/c1cccs1 (stereo unspecified)	11.4	-27.1%	6.1%	?	?	16.6%	6.9
CSc1nc(Oc2ccc(=O)[nH]n2)nc(N(C)C)n1	-18.0	-16.2%	0.2%	-8.1%	31.4	-14.3%	2.0
O=C(CSc1ncn[nH]1)N1N=C(c2ccc(Cl)cc2)CC1c1ccco1 (stereo unspecified)	-3.0	14.1%	-8.0%	2.1%	-9.9	4.0%	-2.0
Fc1ccccc1Nc1ncnc2c1nnn2Cc1ccccc1	23.4	-33.0%	-2.1%	-21.0%	82.9	2.1%	11.6
COc1ccccc1CNC(=O)C1CCCN(c2cnccn2)C1 (stereo unspecified)	-2.5	7.2%	·	?	-14.8	-3.9%	7.8
Cc1ccc(C)c(NC(=O)C2CCCN(S(=O)(=O)c3c(C)noc3/C=C/N(C)C)C2)c1 (stereo unspecified)	0.9	31.5%	·	-0.4%&-5.4%	8.0&76.4	-8.6%	-3.3
COc1ccc(-c2cc(-c3ccccc3)n[nH]2)c(O)c1	82.3*	-20.1%	-1.2%	0.9%	123.3	88.1%[activator]	31.6*
COc1ccc(S(=O)(=O)Cc2ccc(C(=O)NCc3ccco3)o2)cc1	-16.2	-7.2%	-0.2%	?	15.9	3.1%	-6.4
Cc1cc(NC(=O)CNC(=O)C2CCCCC2)no1	-7.1	-17.1%	-0.8%	?	31.6	3.2%	-4.1
O=c1[nH]c(=S)n(-c2cccc(Cl)c2)c(O)c1C=NCCN1CCNCC1	-3.5	31.7%	0.1%	-9.5%	·	54.1%[activator]	-0.9
OCCCCCNc1ncnc2ccccc12	8.0	-17.6%	-0.3%	-0.4%	-40.0	11.9%	5.7
Cc1c(NC(=O)C(C)OC(=O)c2ccc(Br)o2)c(=O)n(-c2ccccc2)n1C (stereo unspecified)	1.9	-10.1%[11.4 µM]	5.5%	-8.2%	2.2	-11.0%	-3.1
COc1cc(NC(=O)c2ccc(C)c([N+](=O)[O-])c2)ccc1NC(=O)c1ccco1	-7.1	-16.1%	0.7%	-6.6%	·	·	-5.3
COC(=O)c1sccc1NC(=O)c1c(-c2ccccc2)noc1C	-14.9	-17.4%	4.1%	-11.3%	5.7	11.8%	4.9
CCC(c1nnc(SCC(=O)N2CC3(C)CC2CC(C)(C)C3)o1)N(C)C (stereo unspecified)	27.7	36.2%	0.7%	?	2.3	-5.7%	-3.3
CC(=O)n1c2ccccc2c2c1c1ccccc1n2C	17.2	-11.8%	0.1%	-4.6%	66.0	1.6%	5.2
O=C(c1ccc2ccccc2c1)C1CCCN(C(=O)CN2C(=O)CSC2=O)C1 (stereo unspecified)	19.9	78.6%[activator]	1.3%	-7.7%	-67.7*	-6.2%	5.6
O=C(NC1CCOc2ccccc21)c1ccccn1 (stereo unspecified)	-10.9	-13.8%	4.2%	-6.0%	59.8	-4.5%	-2.7
COc1cc(C(=O)N2CCN(C(=O)CC(C)C)CC2)cc(OC)c1OC	-5.0	-5.6%	6.8%	1.1%	52.7	0.7%	-1.5
COc1ccc(CN2CCC(C(N)=O)CC2)cc1OCc1ccccc1	-4.4	-3.3%	?	-1.6%	-2.4	?	-2.1
Cc1ccc(Nc2nc(N)nc(CN3CCN(Cc4ccc5c(c4)OCO5)CC3)n2)cc1Cl	-9.6	148.8%[activator]	4.4%	-20.5%	-19.9	-18.3%	-2.6
CC(C)CNS(=O)(=O)c1ccc(Br)cc1N1CCC[C@@H]1CO	·	-14.6%	·	·	-0.2	0.7%	·

An unsorted share of the library; any-hit rate near 16%.
